From PubChem BioAssay
15-hLO inh – inhibitors of human 15-lipoxygenase (ALOX15). P16050. purified 15hLO-1, xylenol orange hydroperoxide absorbance. Potency, µM (doses to about 57.1 µM), inactives show at the top dose activity change, negative = inhibition, most hits filed as inhibitors. actives 1.4% (n = 74,000). AID 887; further: potency means the concentration at half of the fitted maximal effect; on the % scale 0 is the no-effect control and ±100 the full control effect; nearly all actives have a fitted effect of over 55% in size
Target sequence (P16050 whole entry, looked up): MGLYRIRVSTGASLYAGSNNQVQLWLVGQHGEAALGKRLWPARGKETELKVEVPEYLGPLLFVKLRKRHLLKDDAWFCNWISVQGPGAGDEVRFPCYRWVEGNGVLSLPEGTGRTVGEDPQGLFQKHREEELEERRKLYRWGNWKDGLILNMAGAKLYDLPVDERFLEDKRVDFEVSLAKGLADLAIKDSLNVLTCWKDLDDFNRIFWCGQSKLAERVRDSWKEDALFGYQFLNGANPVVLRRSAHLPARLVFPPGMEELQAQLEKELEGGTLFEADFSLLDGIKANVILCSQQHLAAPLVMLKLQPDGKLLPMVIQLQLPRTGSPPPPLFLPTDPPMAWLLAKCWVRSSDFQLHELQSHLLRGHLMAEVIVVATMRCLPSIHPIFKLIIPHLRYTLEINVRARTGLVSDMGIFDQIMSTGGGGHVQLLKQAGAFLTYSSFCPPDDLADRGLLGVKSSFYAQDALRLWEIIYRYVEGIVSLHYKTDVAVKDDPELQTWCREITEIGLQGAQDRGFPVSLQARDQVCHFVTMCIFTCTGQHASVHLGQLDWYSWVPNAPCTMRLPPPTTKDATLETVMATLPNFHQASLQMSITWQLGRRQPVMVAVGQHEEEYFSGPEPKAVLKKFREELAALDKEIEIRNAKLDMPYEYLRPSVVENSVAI
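Purified human 15hLO-1 (40 nM) in 25 mM Hepes pH 7.5, 0.01% Triton X-100, preincubated 15 min RT with compound, then 50 uM arachidonic acid for 6 min. Hydroperoxide read by ferrous/xylenol orange, 30 min; 573/405 nm absorbance ratio gave progress.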
Tau fil binding – binders of human tau filaments. P10636. recombinant tau filaments, thioflavin S fluorescence, 15 h; filaments grown with octadecylsulfate alongside compound. Potency, µM (doses to about 57.1 µM), for inactives: at the top dose activity change, negative = inhibition. actives 2% (n = 71,000). AID 596;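 further: potency means the concentration at half of the fitted maximal effect; on the % scale 0 is the no-effect control and ±100 the full control effect; actives lower thioflavin S fluorescence by blocking filaments or displacing dye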
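Recombinant tau protein (human, 1 uM final) plus 30 uM ODS in HEPES pH 7.4 with NaCl, DTT and thioflavine S. Compound present from the start; fluorescence at 510 nm after 15 h, 37 C.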
HADH2 inhib – HADH2 (human) dehydrogenase inhibition; Potency, µM (series often up to 57.1 µM), for the others: at the highest dose activity change, negative = inhibition, actives largely listed as inhibitors; actives 3.4% (n = 73,000); recombinant HADH2, NADH fluorescence, beta-hydroxybutyryl-CoA; AID 886; Q99714; further: potency means the concentration at half of the fitted maximal effect; on the % scale 0 is the no-effect control and ±100 the full control effect; nearly all actives have a fitted effect of over 60% in size; many of its hits are not listed in these tables
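E. coli-expressed His-tagged HADH2 tested at 20 nM in alkaline Tris buffer (pH 9.0); oxidation of 90 uM beta-hydroxybutyryl-CoA with 1 mM NAD+ tracked fluorimetrically for 4 min.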
BRCT inh green – BRCA1 BRCT-phosphoprotein interaction inhibition | BRCA1 BRCT-phosphopeptide binding, green fluorescence polarization | Potency, µM (doses to about 76.9 µM), for inactives: top-dose activity change, negative = inhibition, most hits filed as inhibitors | actives 0.05% (n = 75,000) | P38398 | AID 875;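 further: potency means the concentration at half of the fitted maximal effect; plate controls were peptide without protein for full effect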
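Compounds were incubated for 12 min at room temperature with a complex of 100 nM fluorescein-tagged pBACH1 decapeptide and 250 nM His-tagged BRCT protein. Buffer was phosphate pH 7.3 with EDTA, DTT and Tween 20. Disruption of binding lowers the polarization signal.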
BRCT PPI red – inhibitors of human BRCA1 BRCT-phosphoprotein interaction (red fluorophore); Potency, µM (titrated, usually from 76.9 µM), inactives show top-dose activity change, negative = inhibition, most hits filed as inhibitors; actives 0.03% (n = 75,000); AID 892; P38398; BRCT-phosphopeptide binding, red fluorescence polarization; further: on the % scale 0 is the no-effect control and ±100 the full control effect
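Rhodamine-labelled pBACH1 10-mer (100 nM) bound to BRCT domain (100 nM) at pH 7.3; compounds incubated 12 min room temperature, polarization read. Free peptide defines full inhibition; unlabelled decapeptide titrated as control.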
Rhodamine autofl – compound fluoresces in the rhodamine spectral region; Rhodamine-region fluorescence, 547/598 nm, Tris buffer; hits give high values; max dye-equivalent concentration, M; actives 0.05% (n = 59,000); in the data active means max dye-equivalent concentration above about 11 nM; inconclusive means between about 1.1 nM and that limit
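Read-out is relative fluorescence at 547 nm excitation and 598 nm emission, expressed as dye-equivalent concentration using rhodamine standards on every plate. Each compound was profiled across a concentration series after 15 min in 100 mM Tris, pH 8.0.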
HEK293 cAMP cs – raises cAMP in parental HEK293 cells, TSHR agonist counter-screen | parental HEK293 CNG cAMP sensor, membrane potential fluorescence | Potency, µM (highest dose often 57.1 µM), for the others: at the highest dose activation, most hits filed as activators | actives 2.5% (n = 73,000) | AID 938; further: potency means the concentration at half of the fitted maximal effect; % of control where 0% means no effect; nearly all actives have a fitted effect of over 55% in size
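Parental HEK 293 cells stably expressing a modified CNG channel (no TSHR) report cAMP rise as membrane depolarization. Membrane potential dye with 100 uM RO 20-1724 was loaded for 60 min at room temperature, then compound added for 30 min; fluorescence read at 590 nm.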
Casp7 inh – allosteric or competitive inhibitors of human caspase-7; P55210; actives 0.02% (n = 75,000); recombinant caspase-7, Ac-DEVD-AFC fluorescence rate; Potency, µM (titrated, usually from 57.5 µM), for inactives: at the highest dose activity change, negative = inhibition, actives largely listed as inhibitors; AID 889; active means well fitted inhibition curve with a large enough effect in the main read-out, with a control signal flat, not every such curve was filed as active; inconclusive means small, poorly fitted or top-dose-only effect, or a change in a side signal; further: potency means the concentration at half of the fitted maximal effect; % of control where 0% means no effect
Target sequence (P55210 24-198 limits assumed): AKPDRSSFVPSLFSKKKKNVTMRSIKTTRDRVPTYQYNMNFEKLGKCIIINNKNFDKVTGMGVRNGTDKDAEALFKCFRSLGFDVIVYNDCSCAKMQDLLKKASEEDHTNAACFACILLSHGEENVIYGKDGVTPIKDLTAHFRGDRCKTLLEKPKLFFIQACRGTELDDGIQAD
Target sequence (P55210 207-303 limits assumed): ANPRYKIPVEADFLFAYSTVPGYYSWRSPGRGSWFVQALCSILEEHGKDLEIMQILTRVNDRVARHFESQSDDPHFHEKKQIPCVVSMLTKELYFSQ
USP2a inhib – inhibitors of human ubiquitin-specific protease USP2a. O75604. USP2a enzymatic assay, qHTS inhibition. Potency, µM (doses to about 38.3 µM), for the others: at the top dose activity change, negative = inhibition, actives largely listed as inhibitors. actives 0.1% (n = 60,000);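 further: potency means the concentration at half of the fitted maximal effect; nearly all actives have a fitted effect of over 60% in size; plate controls were DMSO for no effect and NEM full inhibition control for full effect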
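20 nM USP2 core + cpd, 30 min RT; add 20 nM Ub-PLA2/20 uM NBD C6-HPC; read Ex460/Em535 at 0 h and 2.5 h. Normalized to NEM; qHTS curve fit/classification.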
Caspase-1 inhib – allosteric or competitive inhibitors of human caspase-1; P29466; Caspase-1 enzyme, Ac-WEHD-AFC fluorogenic rate; Potency, µM (top dose mostly 57.5 µM), without a hit: at the top dose activity change, negative = inhibition, usual class: inhibitors; actives 0.03% (n = 75,000); AID 900;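 further: potency means the concentration at half of the fitted maximal effect; plate controls were vehicle for no effect and no substrate for full effect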
Pol III holo inh – blocks replication by bacterial DNA polymerase III holoenzyme | Potency, µM (titrated, usually from 57.1 µM), for inactives: at the highest dose activity change, negative = inhibition | reconstituted DNA polymerase III holoenzyme replication, biochemical | AID 603 | actives 0.25% (n = 71,000); further: potency means the concentration at half of the fitted maximal effect; on the % scale 0 is the no-effect control and ±100 the full control effect
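Reconstituted *E. coli* holoenzyme (0.35 nM Pol III, 1 nM beta, 154 nM SSB, 2 nM primase) was preincubated with compound for 15 min at RT. Synthesis on 1.4 nM ssM13Gori ran 35 min, then was stopped with PicoGreen/EDTA and read as dsDNA fluorescence.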
Starred values were filed as active, the others as inactive; [ ] = another dose, or the depositor's remark. Unless noted, the call rests on the fitted dose curve; in most records, active means well fitted curve in the direction sought with a large enough effect; inconclusive means small, poorly fitted or top-dose-only effect, or another doubt; inactive means no such curve, though single readings can be large; an effect the other way counts as inactive or inconclusive. Not all compounds are listed, so the mix of outcomes need not match the whole.

For N#Cc1cccc(NC(=O)N2CC3(CCN(C(=O)c4cnccn4)CC3)C2)c1 the results were 15-hLO inh -1.1%, Tau fil binding -4.7%, HADH2 inhib -0.3%, BRCT inh green -3.2%, BRCT PPI red -0.8%, Rhodamine autofl inactive, HEK293 cAMP cs 2.6%, Casp7 inh -0.6%, USP2a inhib 6.8%, Caspase-1 inhib -4.2% and Pol III holo inh -7.5%.
For CCOC1(C(F)(F)F)NC(=O)N(Cc2ccc(OC)cc2)C1=O (stereo not drawn) the results were 15-hLO inh 4.1%, Tau fil binding -9.7%, HADH2 inhib 10.5%, BRCT inh green -0.6%, BRCT PPI red -2.0%, Rhodamine autofl inactive, HEK293 cAMP cs -6.4%, Casp7 inh 1.4%, USP2a inhib 10.9%, Caspase-1 inhib 0.6% and Pol III holo inh -6.6%.
O=C(c1cc2n(n1)C(C(F)(F)F)CC(c1ccc(F)cc1)N2)N1CCCC1 (stereo not drawn) was read as 15-hLO inh -0.3%, Tau fil binding -12.4%, HADH2 inhib 8.9%, BRCT inh green -1.0%, BRCT PPI red 0.6%, Rhodamine autofl inactive, HEK293 cAMP cs -5.8%, Casp7 inh 3.1%, USP2a inhib 14.0%, Caspase-1 inhib 1.1% and Pol III holo inh -5.2%.
Screening CN=C(Nc1cc(C)nn1CCC#N)c1ccccc1F returned 15-hLO inh 11.2%, Tau fil binding -10.9%, HADH2 inhib 18.8%, BRCT inh green -0.6%, BRCT PPI red 1.6%, Rhodamine autofl inactive, HEK293 cAMP cs 1.6%, USP2a inhib -9.9%, Caspase-1 inhib 1.9% and Pol III holo inh -3.6%.
`COC(=O)[C@@]1(Cc2ccc(OC)cc2)[C@H]2c3cc(C(=O)N4CCCC4)n(CCc4ccc(O)c(O)c4)c3C[C@H]2CN1C(=O)c1ccccc1` gave Tau fil binding -5.9%, HADH2 inhib inconclusive, BRCT inh green -1.8%, BRCT PPI red 0.1%, HEK293 cAMP cs 5.8%, Casp7 inh -4.6%, Caspase-1 inhib -4.3% and Pol III holo inh -9.0%.
O=C(Cn1cccc1C(=O)c1ccccc1)NCc1cccnc1 was read as 15-hLO inh -4.2%, Tau fil binding 4.8%, HADH2 inhib -3.5%, BRCT inh green 0.0%, BRCT PPI red 0.9%, Rhodamine autofl inactive, HEK293 cAMP cs inconclusive, Casp7 inh -0.5%, USP2a inhib -2.3%, Caspase-1 inhib -3.0% and Pol III holo inh -1.7%.
Screening COc1ccccc1NC(=O)CC(NCc1ccccc1)C(=O)O (stereo not drawn) returned 15-hLO inh 17.1%, Tau fil binding 5.4%, HADH2 inhib 5.1%, BRCT inh green -0.9%, BRCT PPI red -0.6%, Rhodamine autofl inactive, HEK293 cAMP cs 1.2%, Casp7 inh 3.9%, USP2a inhib -1.4%, Caspase-1 inhib -0.1% and Pol III holo inh -2.4%.
COc1ccc(-c2coc3ccc(O[C@@H]4O[C@@H](COC(C)=O)[C@@H](OC(C)=O)[C@@H](OC(C)=O)[C@H]4OC(C)=O)c(OC(C)=O)c3c2=O)cc1 was read as Tau fil binding inconclusive, HADH2 inhib -2.8%, Rhodamine autofl inactive, HEK293 cAMP cs -7.8% and Pol III holo inh -4.9%.
CC(=O)c1ccc(NC(=O)CCNS(=O)(=O)c2cccc3nonc23)cc1 was read as 15-hLO inh -2.5%, Tau fil binding 2.3%, HADH2 inhib -10.0%, BRCT inh green -0.4%, BRCT PPI red 0.1%, Rhodamine autofl inactive, HEK293 cAMP cs -5.5%, Casp7 inh -3.0%, USP2a inhib -3.4%, Caspase-1 inhib -0.1% and Pol III holo inh -3.1%.
O=C1c2c(O)cc(O)cc2O[C@@H](c2ccc(O)c(O)c2)[C@H]1O was read as 15-hLO inh 12.6µM*, Tau fil binding -8.1%, HADH2 inhib 5.01µM*, BRCT inh green -2.2%, BRCT PPI red 0.9%, Rhodamine autofl inactive, HEK293 cAMP cs 8.8%, Casp7 inh 1.2%, USP2a inhib -3.7%, Caspase-1 inhib 3.1% and Pol III holo inh -0.9%.
For CCc1ccc(-c2nc(CN3CCC(C(=O)NCCc4ccc(OC)c(OC)c4)CC3)c(C)o2)cc1 the results were 15-hLO inh -29.6%, Tau fil binding 65.6%, HADH2 inhib 6.6%, BRCT inh green -1.4%, BRCT PPI red -0.4%, Rhodamine autofl inactive, HEK293 cAMP cs inconclusive, Casp7 inh 2.9%, USP2a inhib 34.9%[activator], Caspase-1 inhib -2.9% and Pol III holo inh -0.7%.
Screening Cn1ccnc1SCC(=O)c1cc2ccccc2o1 returned 15-hLO inh -2.6%, Tau fil binding inconclusive, HADH2 inhib inconclusive, BRCT inh green 6.6%, BRCT PPI red 1.5%, Rhodamine autofl inactive, HEK293 cAMP cs 0.2%, Casp7 inh -3.0%, USP2a inhib 22.8%, Caspase-1 inhib -4.2% and Pol III holo inh -3.2%.
CCOCCCNCC(=O)NC1(C)C2CCC(C2)C1(C)C (stereo not drawn) was read as 15-hLO inh 5.9%, Tau fil binding inconclusive, HADH2 inhib 5.9%, BRCT inh green 2.3%, BRCT PPI red -1.2%, Rhodamine autofl inactive, HEK293 cAMP cs 18.4%, Casp7 inh 1.5%, USP2a inhib -5.2%, Caspase-1 inhib -1.2% and Pol III holo inh -4.6%.
Screening CCOc1cc(S(=O)(=O)NC2CC(C)(C)NC(C)(C)C2)ccc1F returned 15-hLO inh 2.9%, Tau fil binding -21.2%, HADH2 inhib 4.4%, BRCT inh green 1.2%, BRCT PPI red -0.7%, Rhodamine autofl inactive, HEK293 cAMP cs 4.8%, Casp7 inh -0.3%, USP2a inhib 2.4%, Caspase-1 inhib -2.0% and Pol III holo inh -2.8%.
Screening COc1cc(OC)c(N2CC34C=CC(O3)C(C(=O)O)C4C2=O)cc1Cl (stereo not drawn) returned 15-hLO inh 5.9%, Tau fil binding -17.6%, HADH2 inhib -0.6%, BRCT inh green -2.9%, BRCT PPI red 0.3%, Rhodamine autofl inactive, HEK293 cAMP cs 11.5%, Casp7 inh -0.5%, USP2a inhib -1.9%, Caspase-1 inhib -0.5% and Pol III holo inh 1.5%.
CC1CCCC(C)N1C(=O)c1cc(F)c(F)cc1Cl (stereo not drawn) was read as 15-hLO inh 6.8%, Tau fil binding 4.4%, HADH2 inhib 0.5%, BRCT inh green -1.5%, BRCT PPI red 2.0%, Rhodamine autofl inactive, HEK293 cAMP cs 8.6%, Casp7 inh -1.4%, USP2a inhib -0.5%, Caspase-1 inhib -0.1% and Pol III holo inh -1.4%.
COc1ccc2cc(C#N)c(NC(C)C)nc2c1 was read as 15-hLO inh -3.4%, Tau fil binding 2.0%, HADH2 inhib inconclusive, BRCT inh green 0.9%, BRCT PPI red -0.4%, Rhodamine autofl inactive, HEK293 cAMP cs 5.4%, Casp7 inh -17.5%, USP2a inhib -5.2%, Caspase-1 inhib inconclusive and Pol III holo inh -6.3%.
`CCC1CCCCN1C(=O)CSc1nnc(CNC(=O)c2ccco2)o1` (stereo not drawn) gave 15-hLO inh 3.5%, Tau fil binding 2.2%, HADH2 inhib 3.0%, BRCT inh green -4.4%, BRCT PPI red -2.0%, Rhodamine autofl inactive, HEK293 cAMP cs 3.5%, Casp7 inh -0.6%, USP2a inhib -5.5%, Caspase-1 inhib -0.4% and Pol III holo inh 1.4%.
COC(=O)C1=C(C)NC2=C(C(=O)c3ccccc32)C1c1ccc(-c2ccc(C(=O)O)cc2)o1 (stereo not drawn) was read as 15-hLO inh inconclusive, Tau fil binding 25.1µM*, HADH2 inhib inconclusive, BRCT inh green 1.8%, BRCT PPI red -3.8%, Rhodamine autofl inactive, HEK293 cAMP cs -16.0%, Casp7 inh -21.1%, USP2a inhib 13.6%, Caspase-1 inhib -12.1% and Pol III holo inh -13.0%.
`COC(=O)c1ccccc1NC(=O)c1sc(=S)n(C)c1N` gave 15-hLO inh inconclusive, Tau fil binding 8.1%, HADH2 inhib 2.51µM*, BRCT inh green 0.0%, BRCT PPI red -0.1%, Rhodamine autofl inactive, HEK293 cAMP cs -22.0%, Casp7 inh -0.7%, USP2a inhib -11.9%, Caspase-1 inhib -3.6% and Pol III holo inh -3.8%.
